BAP1 block: inhibitors of human BAP1 deubiquitinase. Q92560. recombinant BAP1, Ub-AMC hydrolysis fluorescence kinetic; stronger effect = lower value. activity remaining (% of control), % at 20 µM. hit rate 0.48% among 72,000. AID 436;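 active = activity remaining at or below 50% of control, provided the compound also passes the data quality filters; inactive = the rest, including low values that fail the filters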;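 note: 100% = DMSO wells rate and 0% = substrate alone blank rate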
Target sequence (Q92560 whole entry, looked up): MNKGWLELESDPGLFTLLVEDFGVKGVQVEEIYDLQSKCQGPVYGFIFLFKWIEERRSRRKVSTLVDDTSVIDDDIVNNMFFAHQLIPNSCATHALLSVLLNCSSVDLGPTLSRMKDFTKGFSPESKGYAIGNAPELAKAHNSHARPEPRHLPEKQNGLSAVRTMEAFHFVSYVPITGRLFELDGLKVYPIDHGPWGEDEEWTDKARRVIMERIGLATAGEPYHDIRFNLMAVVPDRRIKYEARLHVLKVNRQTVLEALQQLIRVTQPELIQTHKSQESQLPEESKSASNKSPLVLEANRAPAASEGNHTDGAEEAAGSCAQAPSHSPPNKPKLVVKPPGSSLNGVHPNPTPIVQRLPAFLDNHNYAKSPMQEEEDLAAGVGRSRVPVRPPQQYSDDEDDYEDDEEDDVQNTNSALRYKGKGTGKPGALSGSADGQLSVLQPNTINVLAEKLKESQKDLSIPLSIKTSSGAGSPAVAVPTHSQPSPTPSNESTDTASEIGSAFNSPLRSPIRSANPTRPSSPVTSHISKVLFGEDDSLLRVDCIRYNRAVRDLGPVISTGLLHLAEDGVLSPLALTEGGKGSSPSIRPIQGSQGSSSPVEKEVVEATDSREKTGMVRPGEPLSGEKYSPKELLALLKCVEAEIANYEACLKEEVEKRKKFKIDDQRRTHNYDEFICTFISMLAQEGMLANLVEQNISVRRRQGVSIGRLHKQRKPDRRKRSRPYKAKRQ
HePTP inh: blocks human HePTP tyrosine phosphatase; P35236; recombinant HePTP phosphatase activity, OD absorbance; inhibition, % at 20 µM; hit rate 0.64% among 110,000; AID 521; in the data active = inhibition above about 50%;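 note: plate controls were vehicle for no effect and reference inhibitor for full effect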
Target sequence (P35236 whole entry, looked up): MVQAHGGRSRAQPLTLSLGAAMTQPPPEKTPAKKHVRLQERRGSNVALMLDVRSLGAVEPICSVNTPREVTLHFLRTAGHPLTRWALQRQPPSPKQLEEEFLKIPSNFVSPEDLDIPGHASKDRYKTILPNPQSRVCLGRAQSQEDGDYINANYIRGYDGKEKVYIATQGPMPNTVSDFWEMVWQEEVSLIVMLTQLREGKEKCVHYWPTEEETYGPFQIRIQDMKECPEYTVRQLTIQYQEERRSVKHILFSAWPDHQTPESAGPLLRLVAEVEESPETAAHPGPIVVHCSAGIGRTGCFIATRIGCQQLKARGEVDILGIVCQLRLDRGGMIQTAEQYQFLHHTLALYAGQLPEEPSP
* = called active by the depositor; . = no result given; & = joins results of further samples.

SMILES	BAP1 block	HePTP inh
COC(=O)c1cc2sccc2n1CC(=O)Nc1cc(OC)cc(OC)c1	66.2	-0.1
CCCCNC(=O)c1cc2c(=O)n3cccc(C)c3nc2n(Cc2ccccc2)c1=N	797.6	7.6
Cc1ccccc1NC(=O)CN(c1cccc(Br)c1)S(=O)(=O)c1ccccc1	.	2.7
COc1cccc2cc(C(=O)C3=C(O)C(=O)N(Cc4ccco4)C3c3cccnc3)oc12 (stereo not drawn)	90.1	-2.7
CCOc1ccccc1NS(=O)(=O)c1ccc(OC)c(OC)c1	110.8	4.8&3.2
COc1ccccc1N1CCN(C2=CC(=O)CCC2)CC1	.	-1.1
CCOCCCNC(=O)C1CCC(=O)N1CCc1ccccc1 (stereo not drawn)	93.5	7.0
CCOc1ccccc1NC(=O)c1c(NC(=O)c2ccccc2Cl)sc2c1CCCC2	112.8	4.3
C/C(=N\N1CCN(c2ccccc2)CC1)c1ccc(F)cc1	.	-3.7
O=C1c2ccccc2-c2cc(Cl)nc3ccc(Nc4ccccc4)c1c23	63.1	.
COc1ccc2c(c1)c(C1N3CC4(C)CN1CC(C)(C3)C4=O)c(C)n2C (stereo not drawn)	.	-3.8
CN(C)S(=O)(=O)c1ccc(NC(=O)c2ccccn2)cc1	100.6	9.6
CC(C)(C)NC(=O)CSc1nccn1Cc1ccccc1	95.3	4.1
Cc1ccc(C(=O)O/N=C(/c2nonc2N)N2CCOCC2)cc1	.	3.2
COc1cccc(OCCOc2ccccc2/C=C2/SC(=S)N(c3ccccc3)C2=O)c1	.	-4.5
O=C(COc1ccc([N+](=O)[O-])cc1)Nc1cccc(Cl)c1Cl	.	6.8
Cc1ccc2[nH]c3c(=O)n(CCN4CCNCC4)cnc3c2c1	.	4.6
CC1(C)CC(=O)C2=C(C1)N(Cc1ccco1)C(=O)C2(NC(=O)C1CCCCC1)C(F)(F)F (stereo not drawn)	113.4	11.2
CCNc1nc(OC)nc(Oc2ccc(=O)n(-c3ccccc3)n2)n1	103.0	15.3
N#C/C(=C\c1ccc(C(=O)O)cc1)C(=O)NCC1CCCO1 (stereo not drawn)	.	0.4
O=C(CN1C(=O)/C(=C/c2ccccc2Cl)SC1=S)N1CCOCC1	.	-11.7
CC1CC(CCN)(c2ccccc2)C(C)CN1C (stereo not drawn)	.	2.8
O=C(NCCCN1CCN(c2ccccc2F)CC1)C1CCC(=O)N1C1CCCCC1 (stereo not drawn)	92.9	-2.9
O=C1C2C3C=CC(C2C(=O)N1C1CCCCC1)C1C(=O)N(C2CCCCC2)C(=O)C31 (stereo not drawn)	.	7.5
Cc1cc(NC(=O)Cn2cnc3c2c(=O)n(C)c(=O)n3C)n(-c2ccccc2)n1	111.0	8.6
SMILES	BAP1 block	HePTP inh
O=C(CN1C(=O)c2ccc([N+](=O)[O-])cc2C1=O)NN1C(=O)c2ccccc2C1=O	.	4.7
Cn1c(=O)c2c(SC3CCCC3)nc(CC(C)(C)C)nc2n(C)c1=O	89.1	0.5
O=C(CC1(O)C(=O)Nc2ccc(Br)cc21)c1ccc2ccccc2c1 (stereo not drawn)	.	8.0
COc1cc(C)c(CNc2ccc(OC)c(OC)c2)cc1C	93.8	3.5
COc1ccc(N2C(=O)C(O)=C(C(=O)/C=C/c3ccccc3)C2c2ccc(Cl)cc2)cc1 (stereo not drawn)	.	-9.3
Cn1cc(S(=O)(=O)N2CCC(Cc3ccccc3)CC2)c(=O)n(C)c1=O	90.8	-3.6
CCn1cc(C(=O)NCc2ccc3c(c2)OCO3)c2cc(OC)c(OC)cc2c1=O	117.2	6.5
CCNc1cccc2c1C(=O)N(C)C2=O	115.9	2.0
CCOCCCNC(=O)c1cn(C)c(=O)c2cc(OC)c(OC)cc12	105.3	1.7
COC(=O)N/C(C)=C1/NC(=O)c2ccccc2C(c2ccccc2)N1 (stereo not drawn)	.	0.4
Cc1ccccc1C(=O)N1CCN(c2nc(N3CCOCC3)nc(N3CCOCC3)n2)CC1	.	7.8
CC1=NN(c2cccc(C(=O)O)c2)C(=O)/C1=C\c1ccc(-c2ccc([N+](=O)[O-])cc2)o1	.	6.2
Cc1ccc2cc(CCNC(=O)c3ccco3)c(=O)[nH]c2c1C	90.4	3.2
O=C(Nc1nccs1)c1nc(-c2ccccc2)n(-c2ccccc2)n1	122.9	3.7
CC(CCO)Nc1nc2c([nH]1)c(=O)n(C)c(=O)n2C (stereo not drawn)	71.3	45.6
Cc1ccc(S(=O)(=O)N2CCN(c3ccccc3)CC2)cc1[N+](=O)[O-]	.	-10.2
CC(=O)Nc1ccccc1NC(=O)c1ccccc1F	.	3.8
c1cncc(-c2nc(NCc3ccco3)c3ccccc3n2)c1	57.8	14.1
N#Cc1nc(Cc2ccccc2)oc1N1CCN(c2cccc(Cl)c2)CC1	59.5	7.4
N#C/C(=C\c1c[nH]c2ccccc12)C(=O)c1ccc(O)c(O)c1	68.4	.
CC(=O)COc1ccc2c3c(c(=O)oc2c1C)CCC3	.	-0.6
Cc1cccc(N2CCN(C(=O)C3CCCN(S(=O)(=O)c4cccc5cccnc45)C3)CC2)c1C (stereo not drawn)	66.2	-5.3
CN(C)c1nc(SCCOC(=O)COc2ccc(Cl)cc2Cl)nc(N(C)C)n1	83.4	-2.8
Cc1no[n+]([O-])c1COc1ccc(/C=C2\NC(=S)NC2=O)cc1	.	-1.3
COC(=O)C1=C(NC(=O)c2ccc(S(=O)(=O)N3CCOCC3)cc2)CCS1	71.0	.

Entries of single compounds as entered above. Values in the order: BAP1 block	HePTP inh
`CC(CCO)Nc1nc2c([nH]1)c(=O)n(C)c(=O)n2C` (stereo not drawn) as listed: 71.3	45.6
`COc1ccc(N2C(=O)C(O)=C(C(=O)/C=C/c3ccccc3)C2c2ccc(Cl)cc2)cc1` (stereo not drawn) as listed: .	-9.3
`COc1ccccc1N1CCN(C2=CC(=O)CCC2)CC1` as listed: .	-1.1
`c1cncc(-c2nc(NCc3ccco3)c3ccccc3n2)c1` as listed: 57.8	14.1
`Cc1ccc2cc(CCNC(=O)c3ccco3)c(=O)[nH]c2c1C` as listed: 90.4	3.2

(more compounds)
SMILES	BAP1 block	HePTP inh
COc1ccc2c3c(c(=O)oc2c1OCC(N)=O)CCCC3	125.7	12.5
CCOc1cc(C2NC(=S)NC(C)=C2C(=O)Nc2ccc(Cl)cc2)ccc1O (stereo not drawn)	.	-1.5
O=C(Nc1nccs1)C1CCCN(S(=O)(=O)c2cccnc2)C1 (stereo not drawn)	97.1	-3.4
O=C(Nc1cnccn1)C1c2ccccc2Oc2ccccc21	83.5	5.8
COc1ccc(OC)c(NC(=O)CN(c2ccccc2)S(=O)(=O)c2ccccc2[N+](=O)[O-])c1	.	-2.9
O=C1CCC(c2ccccc2)N1C(=O)c1cccnc1 (stereo not drawn)	99.6	15.4&10.5
c1ccc(C2C3=C(CCCC3)Nc3ncnn32)cc1 (stereo not drawn)	96.0	-9.0
CCCS(=O)(=O)N1CCC(C(=O)NCC2CCCO2)CC1 (stereo not drawn)	94.1	4.9
COc1ccc2nc(Nc3nc(C)c(C(C)=O)s3)sc2c1	80.2	-7.3
COc1ccc(C2=C/C(=C\c3c(OC)ccc4ccccc34)C(=O)O2)c(OC)c1	.	-2.6
COC(=O)c1ccc(CSc2nnc(CCCN3C(=O)c4cccc5cccc(c45)C3=O)n2-c2ccccc2)cc1	.	-1.4
CC(=O)N(c1ccccc1)c1c(F)c(F)c(F)c(F)c1F	100.0	-3.6&2.8
Cc1cccc(C)c1NC(=S)NC(=O)c1ccccc1	.	-3.4
Cc1cccc(N2C(=O)/C(=C/c3ccccc3[N+](=O)[O-])SC2=S)c1C	.	-0.4
COc1ccc(C(=O)N2c3cc(C)ccc3C(Nc3ccc(C)cc3)CC2C)cc1 (stereo not drawn)	.	-6.4
CCOC(=O)CSC1=C(C#N)C(c2ccco2)C(C(=O)Nc2cccc(C(F)(F)F)c2)=C(C)N1 (stereo not drawn)	59.0	8.2
CCCOc1ccc(CCc2n[nH]c(=S)n2-c2ccccc2)cc1	.	8.5
CCC(CC)C(=O)Nc1ccc(S(=O)(=O)Nc2cnc3ccccc3n2)cc1	.	5.7
CC(=O)NC1C(=O)N=C(SCC(=O)NC(C)c2ccccc2)NC1=O (stereo not drawn)	92.4	5.8
CCOC(=O)C1=C(N)c2ccccc2CC1(C)C1CCCCC1 (stereo not drawn)	.	3.2
COc1ccc2c(=O)c(-c3ccccc3OC)c(C(F)(F)F)oc2c1	.	8.4
O=C(c1cc(Br)ccc1Cl)N1CCN(c2ccc([N+](=O)[O-])cc2)CC1	.	2.4
CC(C(=O)Nc1ccccn1)N1C(=O)C2C3C=CC(C3)C2C1=O (stereo not drawn)	77.0	2.0
CCCNC(=O)NC1C(NC(=O)NCCC)N(C)C(=O)N1C (stereo not drawn)	73.9	10.8
Cc1cccc(N=C2NC(=O)/C(=C\c3ccc([N+](=O)[O-])cc3)S2)c1C	.	6.0
SMILES	BAP1 block	HePTP inh
COc1ccc(CCn2c(-c3ccco3)nc3oc4ccccc4c(=O)c3c2=O)cc1	91.4	-14.2
Cc1cc(OCC(O)CN2CCN(c3ccccc3)CC2)cc(C)c1Cl (stereo not drawn)	.	1.2
CCCCN(C)Cc1c(C)[nH]c2ccc(C)cc2c1=O	166.0	.
CC(C)CN(CC(C)C)C(=O)CS(=O)(=O)Cc1ccccc1	79.8	3.2
CSc1ccc(C2NC(=O)c3ccccc3N2)cc1 (stereo not drawn)	.	-13.8
COc1ccc(C2C(C(=O)N3CCOCC3)=C(C)NC3=C2C(=O)CC(C)(C)C3)cc1O (stereo not drawn)	54.2	-4.8
CC(C)CC(C(=O)O)n1c(O)c(C2=c3ccccc3=NC2=O)sc1=S (stereo not drawn)	.	4.9
CCOC(=O)c1c(-c2cccs2)csc1NC(=O)c1ccc(F)cc1	.	8.2
O=C(CSc1nnc(COc2cccc3ccccc23)o1)N1CCN(C(=O)c2ccco2)CC1	98.6	-4.0
O=C1C(Cc2c[nH]c3ccccc23)NC(=S)N1c1ccccc1 (stereo not drawn)	.	3.5
O=C1c2ccccc2C(=O)N1CCC(c1ccc(F)cc1)c1ccco1 (stereo not drawn)	70.6	-9.3
Cc1cc(C)n(C(=O)C(C)Oc2ccc(Cl)cc2)n1 (stereo not drawn)	.	5.4
CC1CC1C(=O)OCC(=O)NCc1ccccc1Cl (stereo not drawn)	115.5	2.9
CCOc1ccc(-c2c(C)sc(N)c2C(=O)OC)cc1	.	5.1
CCCCCn1c(CNC(=O)COC)nc2ccccc21	.	8.0
CCN(CC)S(=O)(=O)c1ccc2c(c1)nc(CCC(=O)OCC(=O)N1CCc3ccccc31)n2C	84.5	1.8
CCOC(=O)CNC(=O)CSc1nnnn1-c1ccc(C)c(C)c1	101.0	6.2
O=C(NCCCn1ccnc1)c1cc2c(ccc3ccccc32)oc1=O	.	-0.9
CN(C)C(=S)c1ccc2ccccc2n1	.	-9.2
CCOC(=O)CNC(=O)Nc1cc(C(C)(C)C)nn1-c1ccccc1	.	0.4
Cn1nnnc1SCC(=O)Nc1ccc(Br)cc1Cl	102.8	-5.0
Cc1ccc2cc(CN(Cc3ccc4c(c3)OCO4)Cc3nnnn3Cc3ccco3)c(=O)[nH]c2c1	.	5.5
COc1ccccc1NC(=O)CSc1nnc(-c2ccccn2)n1Cc1ccco1	.	4.2
CC1(C)CC(=O)C2=C(C1)N(Cc1ccccc1)C1=C(C(=O)CC(C)(C)C1)C2c1cccs1	.	-3.6
O=C(CSc1nnc(-c2cccnc2)o1)Oc1ccccc1	93.4	5.3

4 entries from above, reformatted:
Each structure is followed by: BAP1 block	HePTP inh
CC(C)CC(C(=O)O)n1c(O)c(C2=c3ccccc3=NC2=O)sc1=S (stereo not drawn)
 : .	4.9
O=C(CSc1nnc(COc2cccc3ccccc23)o1)N1CCN(C(=O)c2ccco2)CC1
 : 98.6	-4.0
O=C(CSc1nnc(-c2cccnc2)o1)Oc1ccccc1
 : 93.4	5.3
COc1ccc(CCn2c(-c3ccco3)nc3oc4ccccc4c(=O)c3c2=O)cc1
 : 91.4	-14.2

New compounds follow
SMILES	BAP1 block	HePTP inh
COCc1cc(C)nc(SCC(=O)N2CCC(C)CC2)c1C#N	74.2	7.9
O=C1/C(=C/c2ccc3c(c2)OCO3)SC(=S)N1Cc1ccco1	.	4.5
CC(C)C(=O)Nc1ccc2oc(-c3cc(I)ccc3Cl)nc2c1	.	0.9
O=C(c1ccc(-c2ccc(Br)cc2)o1)N1CCOCC1	.	-5.2
CC(C)COC(=O)c1ccc(N2C(=O)c3cccc([N+](=O)[O-])c3C2=O)cc1	109.4	.
O=C(CC(c1ccccc1)c1ccccc1)N1CCN(c2cccc(Cl)c2)CC1	.	7.8
O=C(NCCN1CCCCC1)c1ccc2c(c1)OCCO2	100.4	-12.2
CCCCN(C)Cc1c(O)ccc2c(=O)c(Oc3ccccc3Br)c(C(F)(F)F)oc12	68.1	.
Cc1ccnc(NS(=O)(=O)c2ccc(NC(=O)c3c(-c4ccccc4)noc3C)cc2)n1	.	-7.4
CCc1nnc(NC(=O)Nc2ccccc2OC)s1	95.7	5.2
COc1ccc(C(=O)Nc2ccc(C)cc2[N+](=O)[O-])cc1Cl	.	-5.5
CC1SC2(OC1=O)C1CC3CC(C1)CC2C3 (stereo not drawn)	89.2	.
COc1ccc(-c2nc(-c3ccccn3)no2)cc1OC	.	-11.4
COc1cc(NC(=O)c2onc(C)c2Cl)c(OC)cc1Cl	68.1	7.4
O=C(NCc1ccco1)c1cc2nc(C3CC3)cc(C(F)(F)F)n2n1	86.8	1.4
Cc1cc(C(F)(F)F)nn1CC(=O)NCc1ccccc1	96.3	6.4
O=C(O)CCC(=O)Nc1cc(NC(=O)CCC(=O)O)cc(C(=O)O)c1	.	-9.5
CCN1C(=O)N(CC)C2C1N(C(C)=O)C(=O)N2C(C)=O (stereo not drawn)	105.8	5.3
O=C(Nc1ccc2nn(-c3ccc(F)cc3)nc2c1)c1ccc2c(c1)OCCO2	.	7.9
O=C(Nc1nccs1)c1cc2sccc2n1Cc1ccc(F)cc1	.	4.7
O=[N+]([O-])c1ccc(C2CC(c3ccc(Br)cc3)=Nc3ccccc3N2)cc1 (stereo not drawn)	102.5	.
N#C/C(=C\c1cccc(Cl)c1)c1nc2ccccc2[nH]1	.	5.2
N#Cc1ccc(NC(=O)Nc2ccc(Cl)cc2)cc1	80.1	-12.4
O=C(CCc1ccccc1)Nc1ccc(Cl)cn1	106.3	-6.0&-3.5
